# Compound activity as filed in PubChem BioAssay.
# KOR beta-arrestin-1 – kappa opioid receptor blockers – cell-based, luminescence, uHTS (AID 1778) | KOR beta-arrestin recruitment, luminescence, antagonist mode; higher % means a stronger effect | inhibition, % at 10 µM; hits with a dose series show IC50 in µM | 0.091% of 290,000 active; further: strong numbers were not always called active
# AID2073 – inhibitors of Mint1-CaV2.2 protein interaction, biochemical, HTRF (AID 2073); HTRF protein-protein interaction, Mint1-CaV2.2; higher % means a stronger effect; inhibition, % at 20 µM, or IC50 in µM where a hit was titrated; 0.19% of 290,000 active; in the data active means inhibition mostly above about 51%, no sharp cut-off; inconclusive means no clear call, values can overlap the other calls; inactive means mostly below about 53%; further: some results filed as inactive read as strong as hits
# KOR beta-arrestin-2 – KOR agonists, beta-arrestin recruitment, primary screen, cell-based, luminescence, uHTS (AID 1777); KOR beta-arrestin recruitment, luminescence; higher % means a stronger effect; activation, % at 10 µM, or EC50 in µM where a hit was titrated; 0.02% of 280,000 active; in the data active means activation above about 50%, passing the limit was not always enough; further: a part of the inactive calls stands beside numbers as strong as those of hits
# HEK293 NOD2/NF-kB – NOD2 signaling inhibitors, cell-based, luminescence, uHTS, HEK293 (AID 1566) | HEK293 NOD2/NF-kB luciferase reporter, luminescence; higher % means a stronger effect | inhibition, % at 4 µM, or EC50 in µM where a hit was titrated | 0.63% of 290,000 active; further: many of its hits are not listed in these tables
# Dynein transport – dynein cargo transport inhibition; 3617.4 mouse cells, GR-EGFP nuclear translocation imaging; test concentration mostly 20 µM; stimulated with dexamethasone, 1 µM; active compounds read low; z-score, hits read low; 0.47% of 220,000 active; AID 1381;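 active means plate z-score of nuclear minus cytoplasmic receptor signal below a set negative limit, without overly bright fluorescence or cell loss, cut at about -3.5 in these data, passing the limit was not always enough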;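 further: z-score of nuclear minus cytoplasmic ring GR-EGFP intensity difference per well; some compounds called inactive have numbers as strong as hits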
#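 medium = tetracycline-free induction medium containing charcoal-stripped FBS | also added = 1.0 µM final dexamethasone stimulus | schedule = 48 h induction, 1 h compound, 30 min dex at 37 °C | technique = fixed, Hoechst-stained cells imaged at 10x for EGFP | measure = GR-EGFP nuclear translocation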
# GPR55 beta-arrestin – selective activators of receptor GPR55 – imaging, U2OS cells, beta-arrestin-GFP redistribution, primary screen (AID 1961); 0.048% of 290,000 active; U2OS GPR55 beta-arrestin-GFP redistribution imaging; higher % means a stronger effect; activation, % at 10 µM; hits with a dose series show EC50 in µM;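 active means activation above 40% with more than 50 cells counted in the well; inconclusive means wells holding fewer than 50 cells, flagged as toxic or sparse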;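 further: U2OS osteosarcoma cells stably expressing GPR55 and beta-arrestin-GFP; plate controls were DMSO negative control for no effect and LPI positive control for full effect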
# P. falciparum M1AAP – P. falciparum M1AAP inhibitors, biochemical, fluorogenic H-Leu-NHMec substrate, 1536-well (AID 1445) | recombinant M1AAP, H-Leu-NHMec fluorogenic kinetic assay; higher % means a stronger effect | one-dose inhibition, % at 30 µM; IC50 in µM for titrated hits | 0.42% of 220,000 active;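 active means primary inhibition above the hit cutoff, then over 50% inhibition at one or more dose response concentrations, cut at about 23% in these data, passing the limit was not always enough; inconclusive means conflicting primary data, or primary hits not chosen for dose response; inactive means low primary inhibition, or under 50% at every dose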;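 further: plate controls were DMSO full reaction for no effect and no enzyme background for full effect; strong numbers were not always called active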
# NOD1 NF-kB reporter – NOD1 signaling inhibitors, primary screen, cell-based, luminescence, uHTS (AID 1578) | NOD1-driven NF-kB luciferase reporter cells, luminescence; higher % means a stronger effect | one-dose inhibition, % at 4 µM; EC50 in µM for titrated hits | 1% of 290,000 active; in the data active means inhibition mostly above about 36%, no sharp cut-off; inactive means mostly below about 34%;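 further: HEK-293T reporter cells stimulated with the NOD1 agonist gamma-tri-DAP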
# P. falciparum M17LAP – P. falciparum M17LAP inhibitors, primary screen, biochemical, fluorogenic H-Leu-NHMec substrate, 1536-well (AID 1619); recombinant M17LAP, H-Leu-NHMec fluorogenic kinetic assay; higher % means a stronger effect; inhibition, % at 30 µM, or IC50 in µM where a hit was titrated; 0.38% of 220,000 active;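 active means compound inhibiting the enzyme by more than half at any dose during confirmatory dose-response retesting; inconclusive means strong single-dose inhibitors picked by rank but not retested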;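 further: plate controls were full reaction with DMSO carrier for no effect and no enzyme background for full effect; strong numbers were not always called active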
# Dynein transport cytoplasmic EGFP – also measured in Dynein transport; calls as there; z-score; measured here: cytoplasmic GR-EGFP intensity; active compounds read high
# Dynein transport nuclear GR-EGFP – also measured in Dynein transport; calls as there; z-score; measured here: nuclear GR-EGFP intensity;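 lower value marks the stronger effect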
# Dynein transport cell count – recorded beside Dynein transport, whose call it bears; z-score; measured here: cell count per field
# Starred values were filed as active, the others as inactive; ? = inconclusive; · = no result given. Unless noted, no stated cut-off is given here; in the data, active means inhibition above about 50%; inactive means the rest. A portion of the library; the hit share may differ from the screen's.
Molecule	KOR beta-arrestin-1	NOD1 NF-kB reporter	P. falciparum M1AAP	HEK293 NOD2/NF-kB	P. falciparum M17LAP	GPR55 beta-arrestin	Dynein transport	Dynein transport cytoplasmic EGFP	KOR beta-arrestin-2	Dynein transport nuclear GR-EGFP	Dynein transport cell count	AID2073
COc1cc(CNc2ncn[nH]2)cc(Br)c1OC	26%	5%	0%	8%	8.2µM*	0.2%	-0.85	0.045	-3.4%	-0.53	0.18	-1%
Cc1cccc(C)c1NC(=O)C(c1ccccc1)N1CCC1=O (stereo not drawn)	-28%	-9%	8%	-6%	-16%	-0.1%	1.8	-0.098	3.0%	1.6	-2.4	3%
Cc1cc(/C=C(/C#N)c2cccc(F)c2)c(C)n1-c1cccnc1	5%	-31%	10%	8%	3%	-0.1%	1.6	-0.0045	-3.5%	1.3	-0.69	-7%
O=C(N1CCOCC1)N1CCCN(C(=O)N2CCOCC2)CC1	-86%	5%	2%	0%	-11%	-0.1%	0.85	-0.23	0.2%	0.089	-1.1	9%
CC(C)c1cc(C(=O)Nc2cccc(C(F)(F)F)c2)no1	-6%	-27%	2%	-1%	9%	0.2%	-0.49	-0.032	6.3%	-0.23	0.075	-2%
CCOc1ccccc1NC(=O)Cc1c(F)cccc1Cl	18%	-15%	-4%	-5%	6%	-0.1%	0.53	-0.27	-4.7%	0.57	0.16	7%
Cc1ccnc(NS(=O)(=O)c2ccc(NC(=O)C34CC5CC(C)(CC(C)(C5)C3)C4)cc2)n1	-31%	26%	13%	-27%	12%	-0.1%	-0.6	0.18	0.2%	-0.06	-0.18	3%
CCC(=O)N1CCc2cc(S(=O)(=O)CCC(=O)N3CCCC(C)C3)ccc21 (stereo not drawn)	-18%	-31%	·	14%	·	0.0%	·	·	-0.2%	·	·	-4%
COc1cccc2cc(C(=O)NCc3ccco3)c(=Nc3ccc(C(=O)O)cc3)oc12	13%	-12%	11%	4%	23%	0.0%	-0.3	-0.17	3.8%	0.049	0.37	1%
O=C(O)c1ccc(Sc2ccccn2)c([N+](=O)[O-])c1	20%	1%	19%	-13%	16%	-0.1%	-0.6	-0.34	0.7%	0.23	0.56	-2%
CCOC(=O)c1ccc(NC(=O)Cn2nnc(-c3ccccc3)n2)cc1	-32%	-6%	4%	1%	6%	-0.2%	0.41	-0.33	2.6%	0.37	-0.24	6%
CC1CCCCC1NC(=O)CCC(=O)N1CCOc2ccc(Cl)cc21 (stereo not drawn)	-31%	-12%	·	-10%	·	0.0%	·	·	0.4%	·	·	-8%
CCCC(=O)C1=C(N2CCCC2)CC(C)(C)C(C(=O)OC)C1=O (stereo not drawn)	-57%	12%	11%	-16%	-5%	0.2%	1.2	-0.24	2.6%	0.34	0.17	-14%
CCOc1ccc(N2CC(C(=O)OCC(=O)NCc3ccccc3)CC2=O)cc1 (stereo not drawn)	-14%	-12%	2%	5%	0%	0.0%	-0.025	-0.15	7.7%	-0.022	-0.18	6%
N=c1c2c(-c3ccccc3)c(-c3ccccc3)n(Cc3ccco3)c2ncn1CCN1CCOCC1	-2%	3%	4%	-13%	3%	-0.1%	-0.78	-0.2	1.9%	-0.35	0.62	-2%
Cc1ccc(C(=O)N/C(=C\c2sccc2C)C(=O)NCc2ccco2)cc1	15%	9%	1%	12%	5%	-0.1%	0.017	-0.21	-2.1%	-0.14	0.24	-7%
COc1ccc(C)cc1NC(=O)CCCN1C(=O)C(c2ccccc2)Oc2cccnc21 (stereo not drawn)	8%	2%	·	14%	·	-0.2%	·	·	-0.1%	·	·	-8%
O=C(CN=C1NS(=O)(=O)c2ccccc21)OCC(=O)c1cc(F)ccc1F	-28%	4%	3%	-8%	-18%	-0.1%	0.19	-0.19	-2.1%	0.13	-0.29	-4%
CC(C)(C)C1CCC(=NNC(=O)c2ccccc2-n2cccc2)CC1 (stereo not drawn)	-10%	-3%	-3%	26%	2%	0.5%	-0.27	-0.29	1.1%	-0.39	0.38	12%
CCn1c(COc2ccccc2C)nnc1SCC(=O)Nc1ccc2c(c1)OCCO2	3%	-2%	-3%	4%	0%	-0.1%	-0.61	0.1	-0.7%	-0.25	0.54	-4%
CCOC(=O)c1c(NC(=O)C2CC2)sc2c1CC(C)(C)OC2	1%	0%	-2%	16%	-5%	-0.1%	0.63	-0.76	-0.7%	0.55	-0.43	17%
CC(=O)Nc1ccc(C(=O)OCC(=O)c2cccc([N+](=O)[O-])c2)cc1	32%	-6%	4%	7%	7%	0.1%	-0.085	0.24	-1.4%	0.083	-0.6	-1%
CC(C)CC(Nc1ncnc2scc(-c3ccccc3)c12)C(=O)O (stereo not drawn)	-9%	-19%	·	8%	·	-0.1%	·	·	-2.4%	·	·	34%
CCc1nc(SCC(=O)Nc2ccc(F)cc2)c2c(=O)n(C)c(=O)n(C)c2n1	-14%	-14%	·	10%	·	-0.1%	·	·	-0.6%	·	·	4%
O=C(c1ccc(C#CC2(O)CCCCC2)cc1)N1CCOCC1	-17%	-10%	4%	4%	5%	0.0%	0.19	-0.22	-0.9%	0.12	-0.11	-6%
COC(=O)c1ccc(CN(c2ccc(C)cc2)S(=O)(=O)c2ccc3c(c2)OCCO3)o1	-21%	25%	5%	1%	-3%	-0.2%	-1.3	-0.23	7.9%	-0.51	2.2	4%
CCn1nc(C)cc1C(=O)N(C)C1CCCN(Cc2ccccc2F)C1 (stereo not drawn)	23%	-16%	·	6%	·	-0.1%	·	·	-5.0%	·	·	0%
CC1(C)O[C@@H]1COc1c2ccoc2cc2oc(=O)ccc12	-13%	-22%	6%	6%	14%	0.2%	-0.78	-0.26	-5.6%	0.017	0.38	5%
NC(=O)CC(NC(=O)Cc1ccc(Cl)cc1)c1ccc(NCc2ccccc2)c([N+](=O)[O-])c1 (stereo not drawn)	45%	-8%	-2%	-9%	-2%	-0.1%	-0.34	-0.72	-4.7%	-0.21	0.49	8%
O=C(CCC(=O)c1cccs1)Nc1ccc(N2CCCCC2)cc1	-8%	-32%	6%	-6%	-3%	0.2%	-1.1	-0.19	-4.7%	-0.67	0.65	56%
CC(=O)NCCc1nc2cc(NC(=O)c3ccc(Cl)cc3)ccc2n1C	10%	-7%	·	-76%	·	-0.3%	·	·	3.0%	·	·	1%
COc1ccc(S(=O)(=O)Nc2ccc3c(c2)OCO3)cc1OC	2%	-27%	13%	-22%	6%	0.5%	0.73	-0.08	-0.8%	0.46	-1.1	-4%
COc1ccc2[nH]c(=O)c(CN(C(=O)c3ccccn3)C3CCCCC3)cc2c1	-17%	-3%	8%	-4%	5%	-0.1%	0.13	-0.19	24%	0.22	-0.31	-7%
CN(C(=S)NC(=O)c1ccc(Br)o1)c1ccccc1	-1%	-34%	4%	0%	2%	0.8%	-0.1	-0.23	4.5%	-0.44	0.59	-9%
Cn1c(=O)c2[nH]c(-c3cccnc3)nc2n(C)c1=O	-42%	12%	0%	5%	6%	-0.1%	0.1	0.11	2.3%	0.27	0.29	-11%
CC(C)(C)c1nnc(NC(=O)CCS(=O)(=O)Cc2ccccc2)s1	-55%	10%	·	12%	·	-0.1%	·	·	-0.6%	·	·	6%
CCc1ccc(Nc2nnc(SC3CCOC3=O)s2)cc1 (stereo not drawn)	-22%	-25%	10%	4%	2.6µM*	-0.3%	-0.74	0.19	-3.4%	-0.082	1.2	36%
COC(=O)c1cc(S(=O)(=O)N(C)C2CCCCC2)cn1C	-42%	-8%	·	-2%	·	0.2%	·	·	0.1%	·	·	?
Cc1cc(NC(=O)c2cc(-c3cccs3)on2)nn1Cc1ccc(Cl)cc1	-26%	37%	0%	28%	-3%	-0.1%	2.2	-0.068	-3.9%	1.6	-1.9	8%
Cc1cc(C)c([N+](=O)[O-])cc1NC(=O)CCSc1ccccc1Cl	-21%	-38%	7%	-10%	-6%	0.0%	-0.89	0.18	-4.2%	-0.67	1	-4%
CCC(C)(C#CCN1CCCCC1)OCCC#N (stereo not drawn)	9%	-2%	1%	16%	0%	-0.2%	-0.64	-0.23	0.4%	0.54	-0.17	4%
COc1cccc(CN2CCCC(C(=O)N3CCCCC3)C2)c1 (stereo not drawn)	20%	1%	·	2%	·	0.0%	·	·	-3.4%	·	·	29%
CC(=O)c1c(C)[nH]c(C(=O)Nc2nc(C)cs2)c1C	4%	12%	10%	-22%	5%	0.5%	-0.036	-0.15	-6.9%	-0.13	0.24	3%
COc1ccc(S(=O)(=O)Nc2c(C(=O)O)[nH]c3ccc(OC)cc23)cc1	-17%	-5%	·	-1%	·	1.0%	·	·	-4.3%	·	·	-12%
CCN(CCNC(=O)C1=C(C)C(=O)OC12CCC(C)CC2)c1ccccc1 (stereo not drawn)	8%	-1%	3%	16%	1%	-0.3%	-0.28	-0.84	·	-0.44	0.33	-1%
O=C(NCCc1ccc(Cl)cc1)c1ccc2[nH]c(=O)c(=O)[nH]c2c1	6%	-8%	·	20%	·	-0.1%	·	·	2.5%	·	·	16%
CC(C)c1nnc(NC(=O)CN(C)S(=O)(=O)c2ccc3c(c2)OCCO3)s1	23%	4%	12%	16%	12%	0.2%	-0.59	-0.14	3.6%	0.018	0.85	-10%
COc1ccccc1N1CCN(C(=O)C2CCN(S(=O)(=O)c3ccc4c(c3)CC(C)N4C(C)=O)CC2)CC1 (stereo not drawn)	-2%	1%	·	27%	·	0.1%	·	·	-3.6%	·	·	6%
O=S(=O)(CCc1ccncc1)C1Cc2cccc3cccc1c23 (stereo not drawn)	10%	-6%	-3%	12%	13%	-0.3%	-0.96	-0.21	1.3%	-0.11	0.69	11%
